Assay outcomes: PubChem, several laboratories
EP2 modulator – modulators of human EP2 prostaglandin E2 receptor; P43116; EP2-expressing cells, cAMP HTRF FRET, PGE2 co-stimulation; induction, % at 25 µM; actives 0.83% (n = 260,000); AID 940;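 active means compounds whose cAMP rise, as percent of the full-agonist control response, exceeds 60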;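 further: rat C6 glioma line stably carrying human EP2 under a CMV promoter; the protocol text gives 20 µM as final concentration; 100% = response of wells given 1 µM PGE2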
TRPN1 ag – activates the zebrafish TRPN1 channel. HEK293 zebrafish TRPN1-YFP, Fluo-8 calcium fluorescence; 100% = response to 87 µM carbachol. activation, % at 3 µM. actives 0.18% (n = 220,000). AID 1424;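 active means activation above its plate's cutoff, the mean activation of test wells on that plate plus 3 SD, cut at about 19% in these data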;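 further: 0% = DMSO alone and 100% = 87 µM carbachol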
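Assay system: Zebrafish TRPN1-YFP in HEK293 cells | Incubation: Dye loading 1 h at 37 °C, then 30 min room temperature | Measured by: Kinetic Fluo-8 fluorescence, ex 470-495, em 515-575 nm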
TRPML3 agonist – human mucolipin-3 channel agonism; Q8TDD5; HEK293 TRPML3-YFP, Fluo-8 calcium fluorescence; 100% = the carbachol control signal; activation, % at 3 µM; actives 0.29% (n = 220,000);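 active means activation above its plate's cutoff, the mean activation of the plate's test wells plus 3 SD, cut at about 12% in these data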;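 further: 0% = DMSO only wells and 100% = carbachol wells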
Target sequence (Q8TDD5 whole entry, looked up): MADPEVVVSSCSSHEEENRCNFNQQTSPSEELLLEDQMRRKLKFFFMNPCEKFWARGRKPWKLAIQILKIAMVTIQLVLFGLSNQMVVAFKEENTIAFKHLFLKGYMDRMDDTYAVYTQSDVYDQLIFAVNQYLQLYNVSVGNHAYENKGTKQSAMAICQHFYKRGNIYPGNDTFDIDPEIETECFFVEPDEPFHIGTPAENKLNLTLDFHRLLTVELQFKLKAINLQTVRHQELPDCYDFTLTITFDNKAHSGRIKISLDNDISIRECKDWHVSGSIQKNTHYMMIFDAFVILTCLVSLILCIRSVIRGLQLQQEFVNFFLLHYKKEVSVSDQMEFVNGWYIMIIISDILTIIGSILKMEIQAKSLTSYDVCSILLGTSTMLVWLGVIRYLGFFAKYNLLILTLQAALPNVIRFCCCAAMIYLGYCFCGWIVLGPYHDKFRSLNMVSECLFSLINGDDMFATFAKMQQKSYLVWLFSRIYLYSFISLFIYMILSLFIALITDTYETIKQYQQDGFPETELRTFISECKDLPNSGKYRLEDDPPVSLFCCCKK
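system = HEK293 cells stably carrying human TRPML3-YFP | doses = one concentration, 3 µM nominal, 0.3% DMSO | timing = dye loading 1 h 37 °C then 30 min ambient, 125 s read | detection = Fluo-8 calcium dye fluorescence, ex 470-495, em 515-575 nm | benchmarks = high control carbachol 87 µM, low control DMSO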
14-3-3 Bad inh – disrupts binding of bovine 14-3-3 zeta to phospho-Bad peptide | P63103 | TR-FRET 14-3-3zeta/Dy647-pBad peptide displacement, 1 h | inhibition, % at 21.7 µM | actives 0.71% (n = 220,000) | AID 781;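 active means inhibition above about 70%, limit read from the data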;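 further: 0% = full 14-3-3 plus peptide FRET controls and 100% = background without 14-3-3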
Target sequence (P63103 whole entry, looked up): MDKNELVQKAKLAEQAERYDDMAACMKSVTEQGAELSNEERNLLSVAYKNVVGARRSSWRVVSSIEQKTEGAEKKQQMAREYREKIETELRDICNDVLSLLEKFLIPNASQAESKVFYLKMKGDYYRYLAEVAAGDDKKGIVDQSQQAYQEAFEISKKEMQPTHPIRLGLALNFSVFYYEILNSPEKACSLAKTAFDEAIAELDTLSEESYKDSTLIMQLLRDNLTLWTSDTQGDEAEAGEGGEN
PGE2 EP2 inh – blocks the human prostaglandin E2 receptor EP2 | C6 glioma cells expressing human EP2, cAMP TR-FRET; cells stimulated with saturating PGE2 | actives 0.52% (n = 260,000) | inhibition, % at 25 µM;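 active means percent inhibition above 40 after rounding to a whole number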;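 further: rat C6 glioma host cells with rolipram phosphodiesterase inhibitor present; the protocol text gives 20 µM as final concentration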
NPY1 pot ag – potentiates or activates human NPY-Y1 receptor | P25929 | NPY-Y1 expressing cells, potentiator/agonist activation | activation, % at 3.6 µM | actives 0.37% (n = 220,000) | AID 1304; in the data active means activation above about 33%, passing the limit was not always enough;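 further: cells stimulated with NPY at EC10 then isoproterenol at EC100; 0% = low agonist plus stimulus and 100% = saturating agonist plus stimulus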
NPY-Y1 antag – NPY-Y1 (human) receptor antagonism. actives 1% (n = 200,000). HEK293-CNG Y1 cells, membrane potential fluorescence; NPY at EC95, then isoproterenol. inhibition, % at 3.6 µM;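 active means inhibition above the campaign mean inhibition of all tested compounds plus 3 SD, cut at about 20% in these data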;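 further: 0% = DMSO wells given NPY plus isoproterenol and 100% = isoproterenol alone without NPY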
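Test system – HEK293 Y1/CNG channel cell line · Also added – NPY agonist 25 nM, then isoproterenol 1 µM plus Ro 20-1724 25 µM · Compound dosing – one concentration, 3.6 µM, in 0.4% DMSO · Schedule – compound incubation 1 h at room temperature, readout 45 min post-stimulation · Technique – fluorescence, membrane potential probe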
PPC-1+TRAIL kill – PPC-1 cancer cell killing with TRAIL present. PPC-1 cells + TRAIL, ATPLite viability luminescence. cell killing (% activity), % at 4 µM. actives 0.41% (n = 220,000);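 active means cell killing above 50% in the first pass at 4 µM, then a duplicate retest at 5 µM averaging 50% or more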;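 further: plate controls were cells with TRAIL plus DMSO for no effect and medium-only wells lacking cells for full effect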
CHOP inhibitor – blocks CHOP induction under ER stress. inhibition, % at 10 µM. CHO-K1 CHOP-promoter luciferase, tunicamycin-induced, 15-18 h. actives 3.8% (n = 220,000). AID 2732;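 active means compounds that reduced the stress-induced luciferase reporter signal by more than about 70% of percent inhibition, limit read from the data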;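 further: 0% = tunicamycin plus vehicle and 100% = wells without tunicamycin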
An asterisk follows results filed as active; x = not tested or not shown; & = joins results of further samples; ! = a repeat was not active; [ ] = dose if it differs, or a comment.

SMILES	EP2 modulator	TRPN1 ag	TRPML3 agonist	14-3-3 Bad inh	PGE2 EP2 inh	NPY1 pot ag	NPY-Y1 antag	PPC-1+TRAIL kill	CHOP inhibitor
O=C1C=C(NCc2ccc(Cl)cc2)CC(c2ccco2)C1 (centres undefined)	-5	-0.7	-0.7	-11	10	1	-1	10	-10
Cn1cccc1/C=C1\SC(=O)N(CC(=O)Nc2ccc(F)cc2)C1=O	-9	0.8	1.2	-8	5	-16	3	5	72*
COc1ccc(S(=O)(=O)N(C)CC(=O)Nc2ccccc2OC)cc1	-30	-1.3	-0.3	-13	7	0	3	-9	-10
C/C(=N\NC(=O)CSc1nc2ccccc2c(=O)n1-c1ccccc1C)c1cccs1	-9	0.8	0.5	-5[fluorescence artefact?]	9	3	0	15	37
Cc1c(C#N)c2ccccc2n1CC(=O)NCc1cccnc1	17	0.3	-0.3	-2	x	-8	-1	20	55
Nc1cc(S(=O)(=O)N2CCOCC2)ccc1Oc1ccc(F)cc1	-17	6.2	3.2	7	6	-17	-2	2	29
CSc1nnc(-c2ccccc2Cl)o1	24	-0.5	0.5	-14	4	-3	2	9	27
Cc1ccc(C)c(NC(=O)CN(C)C(=O)[C@@H](NC(N)=O)C(C)C)c1	31	-2.8	0.3	-11	5	0	-2	10	7
O=C(Nc1cccc(Br)c1)c1ccc2nc(N3C(=O)CCC3=O)sc2c1	-36	1.3	1.0	15[fluorescence artefact?]	12	-11	-4	13	-18
CCOC(=O)N1CCN(C(=O)COc2ccc(S(=O)(=O)NCC(C)C)cc2C)CC1	7	-0.3	0.0	6[fluorescence artefact?]	5	-2	5	25	-4
CN1CC2=Cc3ccccc3OC23Oc2ccccc2C=C3C1	50	-0.1	0.4	-8[fluorescence artefact?]	14	-20	8	-8	x
CNC(=O)c1ccc(OCc2ccccc2)c(OC)c1	-13	-1.2	0.2	1	17	-29	-2	7	-52
CN(C)/C=C1\C(=O)NN=C1c1ccccc1	-6	0.1	0.2	0	6	16	0	8	20
CCC(C)NC(=O)COC(=O)Cc1sc(N)nc1-c1ccc(C)cc1 (centres undefined)	13	-0.1	0.7	6[fluorescence artefact?]	6	4	-1	11	17
C/C(=N\NC(=O)CCC(=O)O)c1c(-c2ccccc2)c2cc(Br)ccc2[nH]c1=O	-4	0.5	0.7	1	9	2	x	9	6
CCOc1ccc(NC(=S)NNC(=S)Nc2cccc(C(F)(F)F)c2)cc1	-20	-1.8	0.0	-2	1	54*	x	10	-6
O=C(NC1CC2CCCC(C1)N2C(=O)N1CCCCC1)C1CCCCC1 (centres undefined)	-13&-36	1.1	0.3	5[fluorescence artefact?]	14&8	12	-2	12	8
Nc1cnn(C2OC(CO)C(O)C2O)c(=O)n1 (centres undefined)	27	-0.8	0.6	-10	3	6	-2	19	7
Cc1cc(CNC(=O)Cn2nc(C)c([N+](=O)[O-])c2C)c2ccccc2n1	-9	0.6	-0.1	-3	13	10	6	7	21
O=[N+]([O-])c1ccc(N2CCNCC2)cc1Sc1nc2ccccc2[nH]1	-24	-0.2	-0.6	12[fluorescence artefact?]	7	10	3	24	5
Cc1cccc(NC(=O)CSc2nc3[nH]ncc3c(=O)[nH]2)c1C	32	0.2	0.8	-29	7	6	1	0	25
N/C(=N\OC(=O)C12CC3CC(CC(C3)C1)C2)c1ccccn1	-27	-1.5	0.0	-16[fluorescence artefact?]	4	-4	-3	2	10
O=C(Cc1ccc([N+](=O)[O-])cc1)N1CCCc2ccccc21	-2	0.6	-0.7	-2	7	4	7	-11	5
O=C(Nc1ccc(S(=O)(=O)NCc2cccnc2)cc1)c1ccco1	5&-47	1.7	0.3	-5	2&9	4	-6	-2	7
CCN(CC)c1ccc(/C=N/NS(=O)(=O)c2cccc([N+](=O)[O-])c2)cc1	35	0.0	0.5	-5	10	6	6	6	55

Whole records as entered above.
`O=C(Nc1cccc(Br)c1)c1ccc2nc(N3C(=O)CCC3=O)sc2c1` across the screens: EP2 modulator: -36; TRPN1 ag: 1.3; TRPML3 agonist: 1.0; 14-3-3 Bad inh: 15[fluorescence artefact?]; PGE2 EP2 inh: 12; NPY1 pot ag: -11; NPY-Y1 antag: -4; PPC-1+TRAIL kill: 13; CHOP inhibitor: -18
`Cn1cccc1/C=C1\SC(=O)N(CC(=O)Nc2ccc(F)cc2)C1=O` across the screens: EP2 modulator: -9; TRPN1 ag: 0.8; TRPML3 agonist: 1.2; 14-3-3 Bad inh: -8; PGE2 EP2 inh: 5; NPY1 pot ag: -16; NPY-Y1 antag: 3; PPC-1+TRAIL kill: 5; CHOP inhibitor: 72*

Continued.
SMILES	EP2 modulator	TRPN1 ag	TRPML3 agonist	14-3-3 Bad inh	PGE2 EP2 inh	NPY1 pot ag	NPY-Y1 antag	PPC-1+TRAIL kill	CHOP inhibitor
NS(=O)(=O)c1ccc(CCN=Cc2ccccc2O)cc1	27	2.5	0.7	-17	6	-13	10	-14	26
Cn1c(=O)c2c(nc(CN3CCc4ccccc4C3)n2CCc2ccccc2)n(C)c1=O	x	-0.8	-0.6	x	x	4	26*	x	x
CCn1c(SCC(=O)OCc2ccccc2)nnc1-c1ccco1	5	-0.8	0.3	1	4	12	-8	-2	-4
Cc1cnc(C(=O)N2CCCC(C(=O)c3ccc(C(F)(F)F)cc3)C2)cn1 (centres undefined)	-56	0.5	0.9	-8	13	3	4	x	-5
COc1ccc(/C=N/NC(=O)c2ccccc2)cc1CN1CCN(c2ccc(F)cc2)CC1	-39	-0.9	0.4	-17	x	8	1	-14	20
CCc1ccc2[nH]c(=O)c(CN(Cc3nnnn3C3CCCC3)C3CCCCC3)cc2c1	74*!	0.6	0.1	x	12&11	-13	3	-22	78*
CCc1cc(OCCOCCN(C)C)ccc1Cl	-24	0.4	0.3	34	4	-15	3	10	34
Cc1cc(C)nc(SCc2nnc(SCC(=O)OC3CCCCC3)o2)n1	10	-0.4	-0.2	8	7	1	-1	18	65
COc1ccc(C(=O)NC(=S)N2CCCCC2)cc1	-9	-0.6	0.5	15[fluorescence artefact?]	9	21	2	25	-7
Cc1ccc2[nH]c3c(=O)n(Cc4ccncc4)cnc3c2c1	-42	0.7	0.1	7	24	8	6	-6	27
CCOC(=O)C1(CCc2ccccc2)CCN(C(=O)CCc2cnn(C)c2)CC1	0	-0.4	-0.1	-10	3	-4	-1	-2	-2
CCOC(=O)NC1(NCC(C)C)Oc2ccccc2O1	14	-0.1	0.1	-9	3	6	3	4	0
Cc1ccc(NC(=O)C(=O)NC2CCCCC2)cc1	-4	-0.7	0.9	-3	11	-26	6	0	66
O=C(c1ccccc1)N1CCN(C(=O)c2cc3ccccc3o2)CC1	-3	0.9	0.2	-4	10	3	-4	-1	18
Cc1cccc(N/N=C/c2ccc(O)c(O)c2O)c1	-14	0.4	1.0	17	9	1	x	5	31
O=C(OCc1cc2ccccc2[nH]c1=O)c1cccc([N+](=O)[O-])c1	-58	1.1	0.8	-4	3	-10	x	10	15
COC(=O)c1sc(=S)n(Cc2ccccc2)c1C	20	-1.4	-0.8	-1	5	5	x	19	6
CCCn1c(NC(=O)C2CCN(S(=O)(=O)c3cccs3)CC2)nc2ccccc21	-45	1.3	0.1	-7	14	-12	-2	11[5 µM]	x
O=C1C=CN(C(=O)Oc2ccccc2)CC1	6	0.2	0.9	0	3	2	1	19	1
CCNc1nc(NC(C)C)nc(OCCNS(=O)(=O)c2cc(C)ccc2C)n1	9	0.2	-0.7	12	10	-23	-3	13	14
CC(NC(=O)OCc1ccccc1)C(=O)Oc1cc2oc(=O)cc(-c3ccccc3)c2cc1Cl (centres undefined)	23	-1.2	0.4	-2	6	-22	10	21	39
C=C1C2(C(=O)NCc3ccco3)CCC(C2)C1(C)C (centres undefined)	13	-0.4	-0.4	0[fluorescence artefact?]	7	16	-7	-4	-1
CCN(Cc1ccccc1)C(=O)CSc1nncn1C	20	1.2	0.9	7	6	-4	-2	0	6
CN(CC(=O)Nc1ccccc1F)CC(=O)Nc1ccccc1Br	-6	0.8	0.0	-6	9	18	0	8	9
Cc1nc(NC(=O)c2ccc([N+](=O)[O-])cc2Cl)sc1C(=O)N(C)C	-7	-0.1	0.8	-3	2	-11	3	20	5
SMILES	EP2 modulator	TRPN1 ag	TRPML3 agonist	14-3-3 Bad inh	PGE2 EP2 inh	NPY1 pot ag	NPY-Y1 antag	PPC-1+TRAIL kill	CHOP inhibitor
O=C(NC1CCCCC1)C(c1ccccc1)N(C(=O)Cc1ccsc1)c1ccccc1 (centres undefined)	-15	-0.2	0.5	-6	3	-22	-3	15	44
NS(=O)(=O)c1ccc(CCNC(=O)CN2CCN(c3ccccc3O)CC2)cc1	-8	-0.3	0.4	-1	7	0	1	8	-16
CCN(CC)S(=O)(=O)c1ccc2[nH]cc(C(=O)NCCCN3CCCCC3C)c(=O)c2c1 (centres undefined)	0	3.0	0.4	12	11	-16	-3	-7	1
COc1ccc(NC(=O)NCc2cccnc2)cc1OC	9	-0.6	0.0	-18[fluorescence artefact?]	13	4	3	1	-9
Cn1nnnc1Sc1ncnc2scc(-c3ccccc3)c12	-50	0.2	0.1	-5	10	10	-1	-1	25
O=S(=O)(Cc1ccc(Cl)cc1)N1CCN(Cc2ccc3c(c2)OCO3)CC1	-58	-0.7	0.0	2	11	-12	x	12	6
C#CCOCCOCCOCCNc1nc(N2CCN(C(=O)[C@H]([C@@H](C)CC)n3cc(CCCN=C(N)N)nn3)CC2)nc(N2CCN(C(=O)[C@H]([C@@H](C)CC)n3cc(CCCN=C(N)N)nn3)CC2)n1	-3	-0.2	0.0	77*	6	-19	-8	16	-9
COc1ccccc1NC(=O)CSc1nnc(Cn2c(=O)sc3ccccc32)n1C	16	0.2	-0.3	11	x	8	-2	-3	25
Cc1ccc(NC(=O)c2cc([N+](=O)[O-])ccc2NCc2cccnc2)cc1Cl	13	-0.1	-0.5	-5	5	39*	-6	10	41
Cc1cccc(NC2=C/C(=N/S(=O)(=O)c3cccs3)c3ccccc3C2=O)c1	-67	0.7	2.1	-1	28	-30	-3	51*	106*
O=C(Cn1ccc2ccccc2c1=O)NCCC(=O)N1CCN(c2cccc(C(F)(F)F)c2)CC1	-27	4.5	0.8	3	4	-4	-3	-16	43
CC(C)OC(=O)c1cccnc1N1CCN(c2cccc(Cl)c2)CC1	-45	-1.9	-1.5	-3	6	-40	18	22	47
Oc1cccc(Nc2ncnc3ccccc23)c1	-5	0.9	-0.3	-8	9	8	3	-17	39
COc1ccccc1-n1c2nc3ccccc3nc2c2c(=O)n(-c3cc(C)cc(C)c3)cnc21	8	0.9	0.1	-4	13	-8	-4	6	22
O=C(NCC(=O)N1CCN(S(=O)(=O)/C=C/c2ccccc2)CC1)c1ccc(Cl)cc1	4	-3.3	-1.8	-3	8	20	x	6	11
O=C(Nc1ccccc1C(=O)N1CCCCCC1)c1ccc(Cl)cc1	1	-3.4	-1.8	-6	12	10	0	-2	5

The list is partial. The share of hits here may be higher or lower than overall.
